V1R ag counter: counter-screen for oxytocin receptor agonists: human V1a receptor agonists; P37288; CHO-V1R cells, Fluo-8 calcium fluorescence, agonist mode; 0% DMSO, 100% 3 nM vasopressin; activation, % at 3 µM; hit rate 0.25% among 320,000;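 active = activation above the mean activation of all tested compounds plus 3 SD, per screening run, cut at about 20% in these data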;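 also: signal is peak over basal fluorescence ratio across a 100 second FLIPR read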
Target sequence (P37288 whole entry, looked up): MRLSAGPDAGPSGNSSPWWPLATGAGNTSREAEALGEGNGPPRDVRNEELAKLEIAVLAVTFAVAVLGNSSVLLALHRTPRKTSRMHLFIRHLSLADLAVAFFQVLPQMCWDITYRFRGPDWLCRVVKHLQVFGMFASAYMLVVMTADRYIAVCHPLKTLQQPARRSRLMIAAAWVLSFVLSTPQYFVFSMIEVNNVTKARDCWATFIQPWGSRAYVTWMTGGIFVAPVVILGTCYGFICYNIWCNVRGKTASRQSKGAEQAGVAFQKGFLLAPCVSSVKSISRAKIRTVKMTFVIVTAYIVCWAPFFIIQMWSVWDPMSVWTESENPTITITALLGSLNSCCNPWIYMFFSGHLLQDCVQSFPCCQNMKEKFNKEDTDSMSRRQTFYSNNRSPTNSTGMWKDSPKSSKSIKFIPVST
GalR3 antag: blocks the human galanin receptor 3; inhibition, % at 3 µM; O60755; HEK293 GalR3-CNG cAMP membrane potential fluorescence; galR3 body fused to GalR1 C-terminus; hit rate 0.44% among 360,000;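 active = inhibition above the screen-wide average plus 3 SD, cut at about 13% in these data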;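 also: forskolin and galanin both at EC90 stimulate the cells; cAMP rise reported by CNG channel membrane potential dye signal; 0% = forskolin plus galanin with DMSO and 100% = forskolin alone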
Target sequence (O60755 1-299 limits assumed): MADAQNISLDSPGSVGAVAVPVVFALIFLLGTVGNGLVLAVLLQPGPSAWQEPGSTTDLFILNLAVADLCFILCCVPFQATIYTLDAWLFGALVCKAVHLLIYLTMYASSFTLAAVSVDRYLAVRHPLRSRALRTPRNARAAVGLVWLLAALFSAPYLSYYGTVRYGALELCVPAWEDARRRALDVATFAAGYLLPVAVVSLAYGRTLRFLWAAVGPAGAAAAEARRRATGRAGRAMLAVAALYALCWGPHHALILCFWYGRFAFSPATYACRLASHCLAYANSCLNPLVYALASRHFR
OXTR agonist: activates the human oxytocin receptor. CHO-OTR cells, Fluo-8 calcium fluorescence; normalized: DMSO 0%, oxytocin 100%. hit rate 0.32% among 320,000. P30559. activation, % at 3 µM;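 active = activation above the mean of all tested compounds plus 3 SD, cutoff set per screening run, cut at about 20% in these data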;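 also: peak over basal fluorescence ratio from a 100 s FLIPR kinetic read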
The depositor's hits bear a star. This is a subset; count on the stated rates, not on these rows.

Compound	V1R ag counter	GalR3 antag	OXTR agonist
CC(C)COc1cccc(C(=O)N(CC(=O)Nc2ccccc2C(F)(F)F)Cc2ccco2)c1	-0.5	-5	-0.4
Cc1cc(SCC(=O)NCCCN2CCCC2=O)nc2ccccc12	1.3	-8	0.6
C=C[C@H]1C(O[C@@H]2O[C@H](CO)[C@@H](O)[C@H](O)[C@H]2O)OC=C2C(=O)N3CCc4cc(OC)c(O)cc4[C@H]3C[C@H]21 (some centres undefined)	0.2	-6	0.5
COc1cccc(-c2ccc3nnc(SCC(=O)N4CCOCC4)n3n2)c1	-0.7	-4	-1.8
CNC(=O)NC(=O)COC(=O)c1cccc(S(=O)(=O)N2CC3(C)CC2CC(C)(C)C3)c1 (centres undefined)	-0.9	1	-2.1
COc1ccc2sc(-c3ccccc3OC)c(C#CCCO)c2c1	-0.5	-5	-0.5
Cc1ccc(N(Cc2ccccc2)C(=O)c2cc(S(=O)(=O)N3CCOCC3)ccc2F)cc1	-0.1	-4	-1.4
O=C(NCCc1ccc(F)cc1)c1ccc2c(=O)n3c(nc2c1)CCC3	0.5	-2	1.1
CC1(C)O[C@@H](CC(=O)O)[C@]23CO[C@H](C(=O)[C@]4(C)C2CC[C@@]2(C)[C@H](c5ccoc5)OC(=O)C5O[C@]524)[C@@H]13 (some centres undefined)	0.3	-1	0.7
O=C(Cc1ccc(S(=O)(=O)N2CCOCC2)s1)Oc1ccc(F)cc1	0.7	-2	0.5
O=[N+]([O-])c1ccc(S(=O)(=O)NCC(c2cccnc2)N2CCc3ccccc3C2)cc1 (centres undefined)	0.6	-2	0.3
CCOC(=O)C1CCN(C(=O)c2cc(S(=O)(=O)N3CCCCCC3)ccc2OC)CC1	0.4	-4	-0.5
Cc1ccc(C)c(NC(=O)COC(=O)Cn2c(C)csc2=O)c1	0.3	-4	-0.4
C=CCN(Cc1ccc(Cl)s1)C(=O)c1cc(S(=O)(=O)N2CCOCC2)ccc1F	1.1	-7	0.2
CCN(CC(=O)NC1CCS(=O)(=O)C1)C(=O)c1cc(OC)c(OC)c(OC)c1 (centres undefined)	0.4	-6	0.2
COc1ccccc1CNC(=O)COC(=O)c1ccc(C(=O)c2ccccc2)cc1	0.9	-5	-0.3
COc1cc(OC)cc(-c2c(-c3cccs3)c3cc(-c4ccc(OC)c(F)c4)ccc3n2C)c1	-0.3	9	1.6
Cc1ccc(C)c(S(=O)(=O)N2CCN(C(=O)c3cccn3C)CC2)c1	1.9	-2	1.7
CCC(CO)Oc1cc(NC(=O)c2ccccc2Cl)c2ncn(C(C)C)c2c1 (centres undefined)	1.6	-6	1.3
CCCCN(Cc1ccc(C(=O)N[C@H](C(=O)O)C(C)C)cc1)C(=O)C(c1ccccc1)c1ccccc1	0.1	-4	-0.9
Cc1ccc(NC(=O)COc2cccc(-n3cnnn3)c2)cc1S(=O)(=O)N1CCOCC1	3.5	-4	4.4
CCOc1ccccc1OCCCC(=O)N(CC)CC(=O)Nc1c(F)cccc1F	0.0	-4	-0.7
O=S(=O)(c1cccc(Cl)c1)N1CCSc2ccccc21	-0.4	-4	-1.8
CC(CCl)OC(C)CCl (centres undefined)	0.5	-2	0.7
C=CCN(C(=O)OC(C)(C)C)S(=O)(=O)NCc1ccccc1	-1.1	-7	-0.7
CCCCN(C1CCS(=O)(=O)C1)S(=O)(=O)c1ccc(OC)c(OC)c1 (centres undefined)	-0.2	-4	-0.1
CC(C)(C)c1ccc(C(=O)NC(=O)COC(=O)c2ccc(Br)o2)cc1	1.3	0	-0.2
Cc1c(NC(=O)c2cc(-c3ccc(F)cc3)nc3ccccc23)c(=O)n(-c2ccccc2)n1C	-1.1	-1	-0.4
O=C(C1COc2ccccc2O1)N1CCN(S(=O)(=O)c2cc(F)ccc2F)CC1 (centres undefined)	2.9	-4	1.0
Cc1ccccc1NS(=O)(=O)c1ccc(C(=O)NNC(=O)c2ccccc2O)cc1	1.1	2	5.8
CC(C)(C)C(=O)Nc1cc(NC(=O)C(C)(C)C)cc(C(=O)Nc2c[nH]c(=O)[nH]c2=O)c1	1.0	-4	1.1
CC(NC(=O)CN(C)CC(=O)Nc1ccc(Cl)c(C(F)(F)F)c1)c1ccccc1 (centres undefined)	5.2	-4	6.4
COC(=O)c1c(-c2ccccc2OC)sc2ccccc12	-0.7	-7	-1.6
COC(=O)C[C@H]1c2cc(C(F)(F)F)ccc2S(=O)(=O)N1c1ccc(N(C)C)cc1	-0.1	-1	-1.9
COc1ccc(NC(=O)Nc2ccc3c(c2)C(=O)N([C@@H](C)CO)C[C@@H](C)[C@@H](CN(C)S(=O)(=O)c2cccs2)O3)cc1	1.2	0	2.4
COc1ccc(SCCN2CC[C@@H](C)CCC2=O)cc1	-1.6	-7	-1.6
CC(NCC(=O)Nc1ccccc1C(=O)NC1CC1)c1ccc(S(C)(=O)=O)cc1 (centres undefined)	0.3	-5	-0.7
CCOC(=O)C1=C(COC(=O)c2cccc(Br)c2)NC(=O)NC1C (centres undefined)	0.1	-4	-0.9
Cc1cccc(N2CCN(C(=O)COc3ccc4c(c3)CCC4)CC2C)c1 (centres undefined)	-1.3	-5	-2.2
COC(=O)c1c(C)[nH]c(C(=O)CN2C(=O)NC3(CCOc4ccccc43)C2=O)c1C (centres undefined)	5.5	-5	3.4
Nc1nnc(SCC(=O)NC2CCCCCCC2)s1	0.4	-2	2.0
CN1C(=O)c2cccc3c(Br)ccc(c23)C1=O	8.6	2	-1.4
Cc1cc(C(=O)CN2c3cccc4cccc(c34)S2(=O)=O)c(C)n1C	0.9	-6	1.5
COc1ccc(N2CC(C(=O)Nc3cccc(S(=O)(=O)N4CCCC4)c3)CC2=O)c(OC)c1 (centres undefined)	-0.9	-4	-1.1
CC(OC(=O)CC1CC2CCC1C2)C(=O)Nc1ccc(C(N)=O)cc1 (centres undefined)	4.1	-6	7.4
CCCC1(c2ccccc2)NC(=O)N(CC(=O)Nc2ccc3c(c2)OCCO3)C1=O (centres undefined)	8.3	-4	12
COc1ccc(NC(=O)C(=O)NCCC2CCCCN2S(=O)(=O)c2ccccc2)cc1 (centres undefined)	-0.1	-3	-1.7
C[C@H](CO)N1C[C@H](C)[C@@H](CN(C)S(=O)(=O)c2ccc(F)cc2)Oc2ccc(NC(=O)Nc3ccc(C(F)(F)F)cc3)cc2C1=O	2.6	-8	2.1
CCC(=O)N(c1nnc(SCC(=O)NN2C(=O)NC3(CCC(C)CC3)C2=O)s1)C1CC1 (centres undefined)	0.2	-5	-0.3
Cc1cc(C)c(NC(=O)COC(=O)COc2ccc3c(C)cc(=O)oc3c2)c(Cl)c1	-1.8	-4	-1.7
CCSc1cc(N2CCCC2)nc(-c2ccc(Cl)cc2)n1	0.3	-2	-0.2
COc1ccc(OCCCC(=O)OCC(=O)c2ccc3c(c2)NC(=O)CO3)cc1	7.5	-4	5.8
O=C(CN1CCN(c2ccccc2O)CC1)Nc1cc(S(=O)(=O)N2CCCC2)ccc1Cl	8.9	-5	9.2
Cc1cccc(NC(=O)NNC(=O)c2ccccn2)c1	1.4	-2	2.5
Cc1ccc(NC(=O)CN(C)C(=O)c2cccc(S(=O)(=O)NCc3cccs3)c2)cc1	-0.3	-1	-0.8
Cc1ccc(NC(=O)CN2C(=O)NC(Cc3c[nH]c4ccccc34)C2=O)cc1 (centres undefined)	0.0	-3	-1.3
Cc1cc(C)c(C)c(S(=O)(=O)NC(C(=O)NCCc2ccco2)C(C)C)c1C (centres undefined)	-0.6	-4	-1.8
Cc1ccc2c(COC(=O)CNS(=O)(=O)c3ccccc3)cc(=O)oc2c1	3.0	-8	4.2
COc1ccccc1C(=O)NC(=O)COC(=O)c1ccc(NC(=O)CC#N)cc1	-0.1	-3	0.4
CNC(=S)Nc1ccc(N2CCCC2)c(S(=O)(=O)Nc2ccc(OC)cc2)c1	-0.3	-7	0.4

(continued)
Compound	V1R ag counter	GalR3 antag	OXTR agonist
O=C1CCCN1CCCNS(=O)(=O)c1cccs1	0.3	-2	0.8
Cc1ccc(C(=O)Nc2ccc(Nc3ccccc3)cc2)cc1Br	-0.9	2	-1.6
Cc1ccccc1NC(=O)Cc1nc(COC(=O)c2cccc(O)c2)cs1	2.2	-4	2.4
CC(=O)NC(CC(=O)OCC(=O)NCCc1ccccc1)c1ccccc1 (centres undefined)	-0.8	1	-1.0
Cc1ccc(C)c(-c2nnc(NC(=O)CCS(=O)(=O)c3ccccc3)o2)c1	0.0	-3	-1.0
CCCCN1CC[C@H]2C=CC[C@@H](C(=O)NCCc3ccccc3)[C@H]2C1=O	-0.7	-6	-2.4
COc1cc(/C=C/C(=O)N2CCC=CC2=O)cc(OC)c1OC	0.6	0	0.4
CC1CCCN(C(=O)COC(=O)C2CCN(S(=O)(=O)c3ccc4c(c3)OCCO4)CC2)C1 (centres undefined)	7.4	-1	4.0
COc1ccc(C(C)=O)cc1CS(=O)(=O)CC(=O)NCCc1c[nH]c2ccccc12	0.8	-3	0.9
COc1ccc(NC(=O)CN(C)C(=O)CCc2nc3cc(S(=O)(=O)N4CCOCC4)ccc3n2C)cc1	-1.5	-7	0.3
CC(=O)c1ccc(N2CCN(C(C)C(=O)Nc3ccc4c(c3)OCCO4)CC2)cc1 (centres undefined)	0.5	-3	1.0
COc1ccc(CN(C)C(=O)C2CC(=O)N(c3ccc4c(c3)OCCO4)C2)c(OC)c1 (centres undefined)	-0.4	-3	0.0

Entries of single compounds, looked up by structure. Order of values: V1R ag counter | GalR3 antag | OXTR agonist
Entry for CCCCN1CC[C@H]2C=CC[C@@H](C(=O)NCCc3ccccc3)[C@H]2C1=O = -0.7 | -6 | -2.4
Entry for CC(=O)c1ccc(N2CCN(C(C)C(=O)Nc3ccc4c(c3)OCCO4)CC2)cc1 (centres undefined) = 0.5 | -3 | 1.0
Entry for O=C1CCCN1CCCNS(=O)(=O)c1cccs1 = 0.3 | -2 | 0.8

Other records:
Compound	V1R ag counter	GalR3 antag	OXTR agonist
Cc1ccc(S(=O)(=O)N2CCC3(CC2)CC(=O)c2ccccc2O3)cc1	-0.6	2	-2.0
CCCn1c(N)c(N(CCOC)C(=O)CCC2CCCCC2)c(=O)[nH]c1=O	-0.5	-3	-0.1
Cc1c(NC(=O)C(C)Sc2nc(N)cc(=O)[nH]2)c(=O)n(-c2ccccc2)n1C (centres undefined)	0.5	3	-0.4
COc1cccc(CN(C)C(=O)C(CCSC)NS(=O)(=O)c2ccc3c(c2)OCCO3)c1OC (centres undefined)	0.2	-1	-0.4
O=C(COC(=O)C1CC1)NCCc1ccccc1	1.1	-6	1.4
O=C(Nc1cccc(S(=O)(=O)N2CCOCC2)c1)c1ccc(Cl)nc1	5.2	-6	8.0
COc1cccc(CN(C)C(=O)CN2C(=O)NC(c3ccccc3)(c3ccccc3)C2=O)c1	2.3	-6	2.9

Entries listed so far with a Cl atom (nine):
Compound	V1R ag counter	GalR3 antag	OXTR agonist
C=CCN(Cc1ccc(Cl)s1)C(=O)c1cc(S(=O)(=O)N2CCOCC2)ccc1F	1.1	-7	0.2
CCC(CO)Oc1cc(NC(=O)c2ccccc2Cl)c2ncn(C(C)C)c2c1 (centres undefined)	1.6	-6	1.3
O=S(=O)(c1cccc(Cl)c1)N1CCSc2ccccc21	-0.4	-4	-1.8
CC(CCl)OC(C)CCl (centres undefined)	0.5	-2	0.7
CC(NC(=O)CN(C)CC(=O)Nc1ccc(Cl)c(C(F)(F)F)c1)c1ccccc1 (centres undefined)	5.2	-4	6.4
Cc1cc(C)c(NC(=O)COC(=O)COc2ccc3c(C)cc(=O)oc3c2)c(Cl)c1	-1.8	-4	-1.7
CCSc1cc(N2CCCC2)nc(-c2ccc(Cl)cc2)n1	0.3	-2	-0.2
O=C(CN1CCN(c2ccccc2O)CC1)Nc1cc(S(=O)(=O)N2CCCC2)ccc1Cl	8.9	-5	9.2
O=C(Nc1cccc(S(=O)(=O)N2CCOCC2)c1)c1ccc(Cl)nc1	5.2	-6	8.0

Source: PubChem (The Scripps Research Institute Molecular Screening Center)
